NCI-60 one-dose screen, 48 h, at 10 µM unless noted. Numbers give growth in % (100 = growth as untreated, 0 = no growth, -100 = all killed).
OVCAR-4: OVCAR-4 ovarian cancer cells. 80,000 compounds, 3.7% hits
SK-OV-3: SK-OV-3 ovarian cancer cells | 80,000 compounds, 3.2% hits
OVCAR-3: OVCAR-3 ovarian cancer; 79,000 compounds, 7% hits; AID 1794787
DU-145: DU-145 prostate cancer. 81,000 compounds, 4.2% hits. AID 1794760
PC-3: PC-3 prostate cancer cells | 80,000 compounds, 3.9% hits | AID 1794754
OVCAR-8: OVCAR-8 ovarian cancer. 81,000 compounds, 4.4% hits
SF-268: SF-268 CNS cancer cells | 82,000 compounds, 3.1% hits | AID 1794759
OVCAR-5: OVCAR-5 ovarian cancer; 82,000 compounds, 2.9% hits
U251: U251 CNS tumor cells; 80,000 compounds, 5.4% hits; AID 1794753
The depositor's hits bear a star; / = no result given; & = joins results of further samples; ! = not confirmed by another sample. How the source made its calls: active means growth percent below 10; inactive means the rest. Only part of the results is shown; count on the stated rates, not on these rows.

SMILES	OVCAR-4	SK-OV-3	OVCAR-3	DU-145	PC-3	OVCAR-8	SF-268	OVCAR-5	U251
Cc1cc(CC(C)CC(C)(C)C)n(O)c(=O)c1 (centres undefined) (tested in a mixture with another compound)	22	58	24	19	34	20	14	41	18
CC[C@]12CCCN3CCc4c(n(c5ccccc45)[C@](O)(C(=O)OC)C1)[C@@H]32	102	110	125	117	102	105	124	/	100
Cc1cc(Cl)ccc1NC(=O)Nc1ccc2nc(NS(=O)(=O)c3ccc4ccccc4c3)sc2c1	95	103	102	96	/	85	96	115	101
COc1ccc2c(c1)c(-c1noc(C(=O)c3cn(C)c4ccccc34)n1)cn2C	90	97	111	97	93	100	95	104	98
CCCOc1ccc2nc(NC(=O)OC)[nH]c2c1	53	4.9*	-47*	0.5*	20	3.9*	26	39	13
Cc1ccccc1OCC(O)CO (centres undefined)	103&111	104&106	113&112	109&104	102&89	103&107	108&108	113	98&102
CCCCCCCCCCCC[N+](C)(C)Cc1ccccc1	3.9*	35	-0.3*	25	-19*	12	8.3*	56	17
Nc1ncnc2c1c(-c1cccc(OCc3ccccc3)c1)cn2C1CC(CN2CCC2)C1 (centres undefined)	57	40	59	45	27	35	17	36	-18*
CCn1cc(C(=O)O)c(=O)c2cc(F)c(N3CCNC(C)C3)c(F)c21 (centres undefined)	103	120	129	118	104	110	120	103	105
O=C(Nc1cccc(Cl)c1)Nc1ncc(CCNc2ncnc3ccsc23)s1	25	47	38	51	8.6*	1.5*	39	65	38
CN(C)c1ccc2nc3ccc(=[N+](C)C)cc-3sc2c1	-18*!	73&60&41	-3.7*!	87&40&33	33&20&14	8.0*	26&23&28	31&14&18	8.5*
CCCCC(CC)COC(=O)c1ccccc1O (centres undefined)	101	106	110	109	96	106	102	115	106

Structures listed so far that have a halogen (3):
SMILES	OVCAR-4	SK-OV-3	OVCAR-3	DU-145	PC-3	OVCAR-8	SF-268	OVCAR-5	U251
Cc1cc(Cl)ccc1NC(=O)Nc1ccc2nc(NS(=O)(=O)c3ccc4ccccc4c3)sc2c1	95	103	102	96	/	85	96	115	101
CCn1cc(C(=O)O)c(=O)c2cc(F)c(N3CCNC(C)C3)c(F)c21 (centres undefined)	103	120	129	118	104	110	120	103	105
O=C(Nc1cccc(Cl)c1)Nc1ncc(CCNc2ncnc3ccsc23)s1	25	47	38	51	8.6*	1.5*	39	65	38

Continuation:
SMILES	OVCAR-4	SK-OV-3	OVCAR-3	DU-145	PC-3	OVCAR-8	SF-268	OVCAR-5	U251
COc1ccc(C2NC(=O)NC(C)=C2C(=O)Nc2ccc(S(N)(=O)=O)cc2)cc1OC (centres undefined)	108	107	112	126	113	112	105	99	102
CC[C@H](C)[C@H](N)C(=O)O	109	107	111	106	99	107	105	98	107
O=C(CC(CC(=O)c1cccs1)c1ccc(Cl)cc1Cl)c1cccs1	80	101	101	104	80	92	81	91	89
O=C(c1ccc2nc(NS(=O)(=O)c3ccc4ccccc4c3)sc2c1)N1CCN(c2ccccc2F)CC1	98	103	102	111	88	93	95	95	100
CCN1C[C@@H](C)n2c(c(O)c3c(=O)n(Cc4ccc(F)c(Cl)c4)nc(C(=O)NC)c32)C1=O	80	44	38	23	69	22	23	89	/
COc1ccc(C(=O)c2ccccc2)c(O)c1	108&96	109&103	124&119	109&111	99&97	92&107	113&107	105	109&95
CCN(CC)C(=O)C1CN2CCc3cc(OC)c(OC)cc3C2CC1OC(C)=O (centres undefined)	110	108	128	109	94	95	104	100	101
COc1ccc(/C=C/C(C)=N/OC(C)C(N)=O)cc1 (centres undefined)	116	102	106	109	102	111	102	104	100
Nc1c2ccccc2nc2ccccc12	4.8*!	34&40&19	3.9*!	41&16	9.0*!	-30*!	47&24	55&78	6.7*!
Cn1cc(-c2nnc(-c3cn(C)c4ncc(Br)cc34)s2)c2ccccc21	103	/	111	100	82	96	95	102	96
COc1cc(C2NC(=O)NC(C)=C2C(=O)Nc2ccc(S(N)(=O)=O)cc2)cc(OC)c1OC (centres undefined)	104	99	81	99	106	111	100	102	102
CCCSc1nc(NC(=O)CN2CCN(c3cc4c(cc3F)c(=O)c(C(=O)O)cn4C3CC3)CC2)cc(=O)[nH]1	111	109	103	108	90	100	84	94	103

3 entries from above, with values under each structure:
Values in the order: OVCAR-4, SK-OV-3, OVCAR-3, DU-145, PC-3, OVCAR-8, SF-268, OVCAR-5, U251
COc1ccc(/C=C/C(C)=N/OC(C)C(N)=O)cc1 (centres undefined)
    116, 102, 106, 109, 102, 111, 102, 104, 100
Nc1c2ccccc2nc2ccccc12
    4.8*!, 34&40&19, 3.9*!, 41&16, 9.0*!, -30*!, 47&24, 55&78, 6.7*!
Cn1cc(-c2nnc(-c3cn(C)c4ncc(Br)cc34)s2)c2ccccc21
    103, /, 111, 100, 82, 96, 95, 102, 96

(list continues)
SMILES	OVCAR-4	SK-OV-3	OVCAR-3	DU-145	PC-3	OVCAR-8	SF-268	OVCAR-5	U251
CN(C)c1ccc(C2=NN(c3ccc(S(=O)(=O)NC(=O)NCc4ccccc4)cc3)C(c3ccc(Cl)cc3)C2)cc1 (centres undefined)	83	102	91	100	78	84	91	118	71
Cc1cc(C(=O)Nc2cc(Oc3ccc4nc(NC(=O)C5CC5)cn4n3)ccc2C)n(C)n1	49	18	53	54	50	30	41	12	13
NS(=O)(=O)c1cccc(N2C(=O)c3ccccc3C2=O)c1	91	111	107	97	96	105	96	103	102
COc1ccc2c(c1)c(C(=O)c1nc(-c3cn(C)c4ccc(Br)cc34)no1)cn2C	94	96	103	90	95	92	92	91	96
Cc1scc2c1N(C(=O)CN1CCN(C)CC1)c1ccccc1NC2=O	101	105	108	118	98	102	110	118	100
O=C(O)Cc1sc(-c2ccccc2)nc1-c1ccc(Cl)cc1	98	103	109	127	103	102	109	102	102
CNC(=O)c1cc(Oc2ccc(NC(=O)Nc3ccc(Cl)c(C(F)(F)F)c3)c(F)c2)ccn1	8.6*	-17*	0.7*	15	3.9*	-1.8*	-31*	3.1*	-44*
CN(C)C(=O)c1cc2cnc(Nc3ccc(N4CCNCC4)cn3)nc2n1C1CCCC1	107	66	90	89	50	91	69	47	59
O=C(O)c1ccc(Nc2ncc3c(n2)-c2ccc(Cl)cc2C(c2c(F)cccc2F)=NC3)cc1	80	60	64	72	51	43	53	59	42
CCN(CCCCOC(=O)c1ccc(OC)c(OC)c1)C(C)Cc1ccc(OC)cc1 (centres undefined)	102&96	112&111	95&101	110&103	84&73	99&90	95&104	98	102&98
Cn1cc(-c2nnc(N)nc2-c2cn(C)c3ccccc23)c2cc(Br)ccc21	87	101	96	97	74	81	96	84	91
CC1=C(C(=O)Nc2ccc(S(N)(=O)=O)cc2)C(c2cccc(O)c2)NC(=O)N1 (centres undefined)	100	107	81	102	108	110	98	108	105
Cn1cc(-c2nc(N)nnc2-c2c[nH]c3ccccc23)c2cc(F)ccc21	95	106	102	113	84	96	98	95	87
Cn1cc(-c2nc(N)nnc2-c2c[nH]c3ccc(F)cc23)c2cc(Br)ccc21	67	103	59	106	85	90	79	110	85
CCOC(=O)c1ccccc1O	/	108	/	116	84	104	119	92	96

As a short view, some entries already given.
SMILES	OVCAR-4	SK-OV-3	OVCAR-3	DU-145	PC-3	OVCAR-8	SF-268	OVCAR-5	U251
CN(C)c1ccc(C2=NN(c3ccc(S(=O)(=O)NC(=O)NCc4ccccc4)cc3)C(c3ccc(Cl)cc3)C2)cc1 (centres undefined)	83	102	91	100	78	84	91	118	71
Cc1cc(C(=O)Nc2cc(Oc3ccc4nc(NC(=O)C5CC5)cn4n3)ccc2C)n(C)n1	49	18	53	54	50	30	41	12	13

6 structures from above, ordered by count of non-hydrogen atoms, low to high.
SMILES	OVCAR-4	SK-OV-3	OVCAR-3	DU-145	PC-3	OVCAR-8	SF-268	OVCAR-5	U251
CCOC(=O)c1ccccc1O	/	108	/	116	84	104	119	92	96
NS(=O)(=O)c1cccc(N2C(=O)c3ccccc3C2=O)c1	91	111	107	97	96	105	96	103	102
Cn1cc(-c2nnc(N)nc2-c2cn(C)c3ccccc23)c2cc(Br)ccc21	87	101	96	97	74	81	96	84	91
COc1ccc2c(c1)c(C(=O)c1nc(-c3cn(C)c4ccc(Br)cc34)no1)cn2C	94	96	103	90	95	92	92	91	96
CNC(=O)c1cc(Oc2ccc(NC(=O)Nc3ccc(Cl)c(C(F)(F)F)c3)c(F)c2)ccn1	8.6*	-17*	0.7*	15	3.9*	-1.8*	-31*	3.1*	-44*
CN(C)c1ccc(C2=NN(c3ccc(S(=O)(=O)NC(=O)NCc4ccccc4)cc3)C(c3ccc(Cl)cc3)C2)cc1 (centres undefined)	83	102	91	100	78	84	91	118	71

Screens (PubChem)
